From PubChem
Hsp70 act = Hsp70 transcriptional activators, primary screen, cell-based, HeLa, Hsp70 promoter luciferase, luminescence, 10 µM; HeLa Hsp70 promoter luciferase reporter; scaled: vehicle 0, proteasome-inhibitor control 100%; activation, % at 10 µM; 200,000 tested, 0.04% active; AID 1203, 2008;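 active means activation above the mean across all tested compounds plus 3 SD, cutoff set per campaign, cut at about 5.5% in these data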;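 further: 100% = MG132 at 30 µM as the positive control and 0% = DMSO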
PMI activator = activators of human PMI, primary screen, biochemical, fluorescence intensity, near-Km mannose 6-phosphate; purified human PMI, coupled resazurin fluorescence, 20 min; hits give high values; 1 = vehicle control, 0 substrate-free wells; Mannose-6-phosphate isomerase (Homo sapiens), P34949; activation factor at 20 µM; 190,000 tested, 0.005% active;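 active means activation factor of 2 or more at 20 µM, relative to plate controls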
Target sequence (P34949 whole entry, looked up): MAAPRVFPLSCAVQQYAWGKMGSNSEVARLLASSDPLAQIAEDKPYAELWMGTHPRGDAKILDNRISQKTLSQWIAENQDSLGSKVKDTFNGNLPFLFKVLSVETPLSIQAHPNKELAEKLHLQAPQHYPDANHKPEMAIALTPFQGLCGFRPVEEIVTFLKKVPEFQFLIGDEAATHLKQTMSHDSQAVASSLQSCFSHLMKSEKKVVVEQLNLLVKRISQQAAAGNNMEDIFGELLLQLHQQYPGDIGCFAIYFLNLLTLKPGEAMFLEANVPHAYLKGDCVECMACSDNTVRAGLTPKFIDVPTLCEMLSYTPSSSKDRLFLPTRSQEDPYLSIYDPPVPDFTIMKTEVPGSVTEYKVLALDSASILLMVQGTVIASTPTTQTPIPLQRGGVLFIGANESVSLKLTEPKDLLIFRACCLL
Efa HMGR inh = inhibitors of E. faecalis class II HMGR, primary screen, biochemical, Enterococcus faecalis; purified E. faecalis HMGR, NADPH absorbance 340 nm kinetic; 190,000 tested, 0.41% active; HMG-CoA reductase (Enterococcus faecalis, mvaE); inhibition, % at 10 µM;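 active means inhibition above a set limit, the median over all tested compounds plus 3 SD, cut at about 9.5% in these data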;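 further: enzyme runs in reverse so mevalonate oxidation gives rising NADPH absorbance; 0% = complete reaction with DMSO and 100% = background rate lacking mevalonate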
L major viab = Leishmania major promastigote growth inhibition, primary screen | AID 1063, 2008 | 200,000 tested, 9% active | Leishmania major promastigotes, resazurin fluorescence viability | inhibition, % at 10 µM; in the data active means inhibition above about 50%;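 further: promastigotes grown with compound for 44 hours at 28 °C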
TNAP inh no acc = human TNAP enzyme inhibitors, primary screen, biochemical, luminescent, no phosphate acceptor, uHTS | Alkaline phosphatase, tissue-nonspecific isozyme (Homo sapiens), P05186 | purified TNAP, CDP-star luminescence, 30 min | inhibition, % at 20 µM | 200,000 tested, 0.26% active | AID 1012, 2008;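 active means tissue-nonspecific alkaline phosphatase inhibition above about 50% at 20 µM in the single-dose screen, limit read from the data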;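 further: 0% = DMSO negative control and 100% = EDTA positive control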
Target sequence (P05186 whole entry, looked up): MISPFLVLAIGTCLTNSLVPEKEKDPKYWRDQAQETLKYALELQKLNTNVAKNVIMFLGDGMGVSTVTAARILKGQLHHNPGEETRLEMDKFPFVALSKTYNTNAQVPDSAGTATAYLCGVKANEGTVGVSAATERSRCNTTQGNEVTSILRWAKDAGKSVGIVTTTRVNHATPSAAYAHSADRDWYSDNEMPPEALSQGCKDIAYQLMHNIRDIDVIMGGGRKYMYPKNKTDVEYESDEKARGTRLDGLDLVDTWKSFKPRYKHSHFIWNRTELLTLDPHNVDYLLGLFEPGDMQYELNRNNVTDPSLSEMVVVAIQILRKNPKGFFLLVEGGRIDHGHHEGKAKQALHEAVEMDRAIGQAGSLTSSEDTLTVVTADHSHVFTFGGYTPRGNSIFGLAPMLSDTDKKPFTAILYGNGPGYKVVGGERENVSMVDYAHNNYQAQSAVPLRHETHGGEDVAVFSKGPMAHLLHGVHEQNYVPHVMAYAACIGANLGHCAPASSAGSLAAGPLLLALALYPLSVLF
Redox H2O2 prof = compounds producing H2O2 with reducing agent – biochemical, NIH compound library profiling, artefact control for MLSCN library redox annotation, primary screen | 200,000 tested, 0.03% active | activation, % at 10 µM | DTT-dependent redox cycling H2O2, phenol red/HRP absorbance; 100% = 100 µM peroxide control, 0% = buffer;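 active means activation of at least 50% relative to the plate's high and low controls in the primary single-dose screen; inactive means activation below 50%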;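 further: compound incubated with DTT at 0.8 mM final as the reducing agent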
PMI act satM6P = human PMI activators, high substrate, primary screen, biochemical, fluorescence intensity, near-saturating mannose 6-phosphate | Mannose-6-phosphate isomerase (Homo sapiens), P34949 | coupled PMI enzyme assay, resazurin fluorescence, 20 min; hits give high values; 1 = untreated enzyme, 0 = substrate-free blank | activation factor at 20 µM | 190,000 tested, 0.34% active | AID 1216, 2008;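 active means activation factor of 2 or more at 20 µM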
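Test system: human phosphomannose isomerase with PGI, G6PDH, diaphorase coupling enzymes; amount: 15 ng/mL PMI; incubation: enzyme reaction with compound 20 min at room temperature; technique: resorufin fluorescence (Ex 544/Em 590 nm) from resazurin via diaphorase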
RAM inhibit = inhibitors of the yeast RAM network, primary screen, dse1pr::URA3 reporter, 5-FOA selection. S. cerevisiae dse1pr::URA3 reporter, 5-FOA growth OD615, 2 d; analog-sensitive cbk1-as2 kinase mutant strain. 190,000 tested, 1.8% active. AID 868, 2007. inhibition, % at 50 µM;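 active means inhibition above a set limit, 3 SD over mean compound inhibition, cut at about 8.4% in these data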;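 further: 0% = DMSO-only wells with no growth and 100% = 10 µM 1-NA-PP1 full growth; inhibition rescues growth on 5-FOA so higher OD means more RAM inhibition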
S1P3 antagonist = S1P3 receptor antagonists, primary screen, cell-based. inhibition, % at 4.98 µM. 170,000 tested, 0.27% active. CHO S1P3 NFAT-BLA reporter, FRET fluorescence, antagonist mode;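 active means inhibition above the plate cutoff, the mean inhibition of test wells on that plate plus 3 SD, cut at about 28% in these data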;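 further: cells challenged with S1P at its EC80 of 0.8 µM; blue over green emission ratio from cleaved BLA substrate after 4 h stimulation; 0% = S1P-stimulated wells and 100% = unstimulated DMSO-only wells; some compounds past the cut are filed as inactive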
TNAP inh hiacc = human TNAP enzyme inhibitors, primary screen, biochemical, luminescent, high phosphate acceptor level, uHTS; Alkaline phosphatase, tissue-nonspecific isozyme (Homo sapiens), P05186; purified TNAP, CDP-star luminescence, 1 M DEA; inhibition, % at 20 µM; 200,000 tested, 0.03% active; AID 1135, 2008;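 active means over 50% inhibition of tissue-nonspecific alkaline phosphatase at 20 µM in the single-dose screen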;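 further: plate controls were DMSO wells for no effect and EDTA-quenched wells as full inhibition for full effect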
The depositor's hits bear a star; nt = no result given.

SMILES	Hsp70 act	PMI activator	Efa HMGR inh	L major viab	TNAP inh no acc	Redox H2O2 prof	PMI act satM6P	RAM inhibit	S1P3 antagonist	TNAP inh hiacc
N#Cc1ccc(NC(=O)C2CC(c3ccc(F)cc3)=NO2)cc1 (centres undefined)	0.1	0.9	-2	1	-2	2.8	0.9	2.0	23	-2
C=CC[C@H]1Cc2c(cccc2[N+](=O)[O-])[C@H](CC=C)N1	-0.1	1.1	2	5	-11	-0.7	0.9	-0.6	-12	-2
COc1ccccc1-c1ccc(SCC(=O)NCCc2ccccc2)nn1	-0.3	1	-3	19	-10	0.1	1	6.6	3	1
CC(C)C(=O)N(Cc1cc2ccccc2[nH]c1=O)C(C)C	-0.3	1.2	-6	3	-2	1.6	1.1	0.5	-31	-8
CCCn1nnc(NC(=O)c2ccc(Cl)cc2Cl)n1	0.0	0.8	0	1	-10	0.1	0.9	0.5	-9	-4
CCC(C(=O)NCc1ccco1)N(C(=O)CNS(=O)(=O)c1ccc(C)cc1)c1ccccc1OC (centres undefined)	1.0	1.1	-3	8	-12	0.0	1	1.1	12	-6
Cn1cc(C(=O)NCCO)c(=O)c2ccccc21	0.5	1.1	-4	-3	-10	-0.5	1.1	1.7	10	0
CC(C)CCOc1cccc(OCC(=O)NC2CCS(=O)(=O)C2)c1 (centres undefined)	-0.3	0.9	-4	1	-10	-3.2	1	-1.0	-10	-2
C=CCNC(=O)C1CCN(S(=O)(=O)CC)CC1	-0.3	0.9	-4	-5	-9	2.9	1	0.8	-5	-4
Cc1ccc2cc(C#N)c(N3CCCN(S(=O)(=O)c4ccccc4)CC3)nc2c1	1.8	1.4	0	0	-17	-0.1	1.4	1.7	-24	-8
COc1ccc(-c2csc(N3C(=N)SCC3=O)n2)cc1	0.3	1	-3	-4	-14	-4.4	1	2.4	nt	-1
CCCOc1ccc(C(=O)NCc2cccnc2)cc1	0.0	1	2	-7	-13	-1.0	1	1.5	-30	-4
O=C(Nc1ccccc1)c1sc(N2CCOCC2)nc1-c1ccccc1	-0.2	0.9	-1	13	0	0.0	0.9	-1.8	-18	2
O=C(CCC(=O)Nc1cccc2ccccc12)N/N=C/c1ccco1	-0.4	1	-1	-2	-5	0.0	0.9	0.8	-7	-8
Cc1nc2nc(CSc3ccc(Cl)cc3)cc(=O)n2[nH]1	-0.1	1	-5	-10	-3	2.2	1	1.7	nt	-3
CN1C(=O)SC(Nc2cccc3ccccc23)C1=O (centres undefined)	-0.4	1	0	0	-14	1.7	1	0.7	nt	-4
O=C(CCNC(=O)c1ccco1)NCc1ccccc1	-0.4	0.9	1	-1	-13	0.0	1	0.5	nt	-8
O=C(c1ccc(Br)cc1)N1CCN(S(=O)(=O)c2ccccc2)CC1	-0.3	1	1	4	-5	-0.3	1	2.3	10	5
CCOC(=O)C1CCN(C(=O)/C=C/c2ccc(OC)cc2)CC1	0.8	1	-3	-2	-3	0.2	1	0.0	nt	-1
Cc1ccc(C(=O)CSc2ccc(-c3cccnc3)nn2)cc1	0.1	1.1	-5	-1	-5	0.1	1.1	2.0	-4	0
CCCOc1cc(C)c(S(=O)(=O)n2ccc(C)n2)cc1C	-0.2	0.8	2	4	-7	2.7	0.9	-0.7	-4	-7
COC(=O)c1cc(-c2ccccc2)on1	-0.4	0.9	-4	-5	-7	3.2	1	0.5	nt	1
COc1ccc(/C=N/NC(=O)CCn2c3ccccc3c3ccccc32)cc1O	-0.2	0.9	-7	-9	-12	4.3	0.9	1.3	nt	1
CCOc1ccccc1N1CCN(C(=O)/C=C/c2cccc([N+](=O)[O-])c2)CC1	1.1	1	-4	6	1	-0.2	1	0.0	-8	-5
O=C(c1ccncc1)N1CCN(C(=O)c2ccncc2)CC1	0.6	0.9	1	-3	-9	0.3	1	0.5	4	-3

More results:
SMILES	Hsp70 act	PMI activator	Efa HMGR inh	L major viab	TNAP inh no acc	Redox H2O2 prof	PMI act satM6P	RAM inhibit	S1P3 antagonist	TNAP inh hiacc
COc1ccccc1OCCC(=O)OCC(=O)Nc1cccc(Br)c1	-0.2	0.9	-10	-4	-12	0.7	0.9	0.5	-15	0
CCCCC(=O)O[C@H]1CC[C@H]2[C@@H]3CCc4cc(O)ccc4[C@H]3CC[C@]12C	-0.3	0.8	1	-5	-12	0.3	0.8	14*	-5	-4
O=C(N/N=C/c1ccc(Cl)cc1)c1sccc1OCc1ccc(F)cc1	0.7	0.8	1	85*	-8	1.4	0.9	2.3	nt	3
Cc1ccc(S(=O)(=O)NCC(=O)OCC(=O)c2c(N)n(C)c(=O)n(C)c2=O)cc1	-0.3	1	1	-3	-3	0.2	1	1.4	-6	-4
O=C(Oc1ccc(Cl)c2cccnc12)c1cccc([N+](=O)[O-])c1	-0.2	0.8	-1	99*	-33	-0.8	0.8	0.9	3	-5
Cc1ccc(NC(=O)c2cccc(S(=O)(=O)N(C)c3ccccc3)c2)cc1S(=O)(=O)N1CCOCC1	-0.4	0.8	1	98*	-6	0.3	1	4.4	13	2
CCSc1nnc(NC(=O)c2ccc(S(=O)(=O)N(C)C)cc2)s1	0.0	1.1	-14	1	-27	-0.5	1.1	5.1	-4	-7
CCN1CCN(C(=O)CN(c2ccc(F)c(Cl)c2)S(C)(=O)=O)CC1	-0.2	1	-9	-4	-9	2.3	1	0.3	-16	-2
CC1CN(Cc2nc3c(c(=O)n(C)c(=O)n3C)n2CCCc2ccccc2)CC(C)O1 (centres undefined)	-0.1	nt	nt	1	nt	1.1	nt	nt	16	nt
CC1(C)CC(=O)C2=C(C1)N(c1ccccc1)C(=O)CC2c1ccsc1 (centres undefined)	-0.1	1	-5	1	-16	-0.8	1	0.9	nt	-8
CCCSC1=N/C(=C\c2ccc([N+](=O)[O-])o2)C(=O)S1	-0.2	1.2	2	3	-8	-0.4	1	1.0	-7	6
O=C1CC(Nc2ccc(N3CCOCC3)cc2)C(=O)N1c1ccccc1F (centres undefined)	0.0	1.3	0	-9	-7	-1.1	1.2	0.8	-4	-1
COc1cccc(-c2noc(C(C)n3nc(C)c([N+](=O)[O-])c3C)n2)c1 (centres undefined)	0.4	1	-1	-5	2	-11	1	0.8	nt	-6
CCC(Sc1ncnc2c1nnn2-c1ccc(F)cc1)C(=O)OC (centres undefined)	0.3	1	-4	16	-9	0.9	1	4.0	-17	-1
CCc1cccc(CC)c1NC(=O)CSc1nnc(C(C)C)n1CC	-0.1	0.9	-4	-5	-7	0.1	0.9	0.1	-50	-4
Cn1c(=O)c2c(nc(NCc3ccc4c(c3)OCO4)n2C)n(C)c1=O	-0.4	0.9	1	-4	-9	1.3	0.9	2.2	-19	-6
O=C(CCN1C(=O)/C(=C/c2cccs2)SC1=S)Nc1ccccn1	-0.3	1.1	-4	-2	5	-0.1	1	2.3	1	5
COc1ccc(C2NC(=O)NC(O)(C(F)(F)F)C2C(=O)c2ccccc2)cc1OC (centres undefined)	0.0	1	-2	-3	-8	0.1	1	1.3	nt	-6
O=C(CCSCc1ccccc1F)NCc1cccs1	-0.3	1	-4	-10	-8	-0.1	1	1.4	-15	-6
COC(=O)c1ccc(CSc2nnnn2-c2ccc(C)cc2C)o1	-0.3	1	-1	6	-7	2.6	0.9	0.8	-5	-6
COc1cc(-n2c(=O)c3ccccc3n(Cc3cccc(C)c3)c2=O)cc(OC)c1OC	-0.3	1.1	-5	18	-10	-0.2	1.1	3.1	-27	-2
CC(C)Cc1ccc(C(C)C(=O)Nc2ncccn2)cc1 (centres undefined)	0.1	1	5	-1	-8	0.2	0.9	-0.1	-19	-5
COc1ccc(CCNC(=O)COc2ccc(-c3ccccc3)cc2)cc1OC	-0.1	0.9	-10	-5	-9	0.3	1	7.1	3	-4
COc1ccc(OC)c(-c2nnc(NC(=O)C(C)Sc3nncn3C)s2)c1 (centres undefined)	-0.3	0	-5	1	-6	-1.1	0.1	-0.3	-15	1
CCN(CC)c1ccc(NC(=O)c2ccccc2F)cc1S(=O)(=O)Nc1ccccc1OC	-0.6	0.8	-2	100*	-11	-0.1	1.1	1.2	-8	-5

Sorted by length of the SMILES (rising): part of the list above.
SMILES	Hsp70 act	PMI activator	Efa HMGR inh	L major viab	TNAP inh no acc	Redox H2O2 prof	PMI act satM6P	RAM inhibit	S1P3 antagonist	TNAP inh hiacc
O=C(N/N=C/c1ccc(Cl)cc1)c1sccc1OCc1ccc(F)cc1	0.7	0.8	1	85*	-8	1.4	0.9	2.3	nt	3
CC1CN(Cc2nc3c(c(=O)n(C)c(=O)n3C)n2CCCc2ccccc2)CC(C)O1 (centres undefined)	-0.1	nt	nt	1	nt	1.1	nt	nt	16	nt
CCCCC(=O)O[C@H]1CC[C@H]2[C@@H]3CCc4cc(O)ccc4[C@H]3CC[C@]12C	-0.3	0.8	1	-5	-12	0.3	0.8	14*	-5	-4

(listing goes on)
SMILES	Hsp70 act	PMI activator	Efa HMGR inh	L major viab	TNAP inh no acc	Redox H2O2 prof	PMI act satM6P	RAM inhibit	S1P3 antagonist	TNAP inh hiacc
O=c1oc2ccccc2c(O)c1/C=N/c1ccccn1	-0.1	1.1	0	-1	4	-0.4	1.1	3.8	-20	-8
C/C(=N/Oc1nc(C)cc(C)n1)c1ccc(F)cc1	0.7	0.9	-4	-5	-6	-4.0	0.9	0.8	nt	-2
O=C(O)c1ccc(NC(=S)Nc2ccccc2)cc1	-0.1	0.9	-2	91*	2	0.2	1.1	4.0	-14	-3
Cc1ccc(N2CCOCC2)c2c1C(=O)c1ccccc1C2=O	-0.2	0.9	-5	26	4	-0.1	0.8	-0.4	21	10
Cc1ccccc1-n1nc2c(c1NC(=O)COc1ccc(Cl)cc1)CS(=O)C2 (centres undefined)	-0.3	1.2	-2	-3	-6	-3.0	1.1	0.8	9	1
C[C@@H]1C(=O)O[C@@H]2CC34[C@H]5C[C@@H](C(C)(C)C)C36[C@H](OC(=O)[C@@H]6O)OC4(C(=O)O5)[C@@]12O (some centres undefined)	-0.4	1	-3	-6	-6	0.4	1	0.5	-3	-4
O=C(N/N=C/c1ccccn1)c1ccc(N/N=C/c2ccccn2)cc1	0.0	1.5	-4	-12	8	-0.1	1.4	0.5	4	15
Cc1cc(C)c(OCC(=O)Nc2cc(C(=O)O)cc(C(=O)O)c2)cc1C	-0.2	1.1	-2	-6	-3	6.8	1.2	4.3	-1	0
Cc1csc(NC(=O)CSc2nnc(NC(=O)COc3ccccc3)s2)n1	-0.3	1.1	-6	51*	-13	0.2	1.2	3.1	3	-2
O=C(CC1Oc2ccc(Cl)cc2NC1=O)NC1CCCCCC1 (centres undefined)	-0.2	0.9	3	-7	-4	-0.5	1	3.3	-35	-4
